MEX-5 binding: C. elegans MEX-5 TCR-2 RNA binding activity. Q9XUB2. MEX-5/FITC-TCR2 RNA binding, fluorescence polarization; stronger effect = lower value. activity score (negative = inhibition of binding), % at 10 µM. hit rate 0.38% among 300,000. AID 1832;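 active means inhibition past about -25% in most replicates, and total fluorescence under double the plate's negative control median, limit read from the data; inconclusive means replicates evenly split on the limit, or fluorescence at least double controls; inactive means too little inhibition in most replicates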;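 further: 0% = DMSO and -100% = 5 µM competing unlabeled TCR2 RNA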
GRK2 inh: inhibitors of human GRK2 displacing RNA aptamer; bead flow cytometry, FAM-aptamer displacement from GRK2; inhibition of aptamer binding, % at 10 µM; hit rate 0.59% among 330,000;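 active means inhibition of aptamer binding above 40%, roughly 3 SD of noise, on plates passing a quality check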;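 further: median bead fluorescence of bound FAM aptamer so fluorescent compounds give negative values; no value below 0 was filed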
Bcl-xL primary: Bcl-xL (human) inhibition; inhibition, % at 10.9 µM; GST-Bcl-xL / FITC-Bim BH3 peptide fluorescence polarization; hit rate 0.7% among 320,000;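 active means inhibition above the mean of all tested compounds plus 3 SD, cutoff set per campaign, cut at about 30% in these data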;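 further: 0% = DMSO wells and 100% = unlabeled Bim-BH3 peptide competitor; inhibitors lower millipolarization by displacing the labeled peptide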
Target sequence (Q07817 whole entry, looked up): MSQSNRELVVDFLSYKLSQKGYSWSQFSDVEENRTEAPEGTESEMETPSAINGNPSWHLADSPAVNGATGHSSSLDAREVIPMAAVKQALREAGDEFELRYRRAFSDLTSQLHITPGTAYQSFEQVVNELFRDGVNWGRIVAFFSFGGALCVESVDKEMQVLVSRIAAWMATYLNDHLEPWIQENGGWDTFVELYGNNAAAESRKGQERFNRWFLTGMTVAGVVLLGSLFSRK
GLD-1 TGE inh: GLD-1-TGE RNA interaction inhibition (C. elegans) | Q17339 | purified GLD-1 + fluorescein TGE RNA, fluorescence polarization | inhibition, % at 5.96 µM | hit rate 0.44% among 320,000 | AID 2280;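 active means percent inhibition above a per-plate cutoff, the plate mean of test compounds plus 3 SD, cut at about 30% in these data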;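 further: 0% = DMSO wells with GLD-1 and probe and 100% = wells lacking GLD-1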
MCL1 BIM primary: disrupts human MCL1 binding to BIM-BH3 peptide; hit rate 0.68% among 320,000; GST-MCL1 / FITC-Bim-BH3 fluorescence polarization; inhibition, % at 10.9 µM; Q07820;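 active means inhibition above the mean inhibition of all tested compounds plus 3 SD, set per campaign, cut at about 40% in these data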;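 further: 0% = DMSO wells and 100% = unlabeled Bim-BH3 peptide control; higher means more loss of mP so more displacement of Bim peptide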
Target sequence (Q07820 whole entry, looked up): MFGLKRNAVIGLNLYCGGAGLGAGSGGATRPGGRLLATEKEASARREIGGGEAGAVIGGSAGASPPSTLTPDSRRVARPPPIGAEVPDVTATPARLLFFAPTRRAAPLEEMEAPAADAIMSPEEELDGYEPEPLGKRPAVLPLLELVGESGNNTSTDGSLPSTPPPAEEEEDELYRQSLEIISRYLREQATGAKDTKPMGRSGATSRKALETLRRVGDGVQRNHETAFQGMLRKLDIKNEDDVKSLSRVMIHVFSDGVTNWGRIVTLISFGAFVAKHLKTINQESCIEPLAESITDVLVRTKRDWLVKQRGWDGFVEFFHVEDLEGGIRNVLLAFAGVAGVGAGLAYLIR
CIT2-GFP yeast: modulators of TOR pathway CIT2-GFP in S. cerevisiae | S. cerevisiae CIT2-GFP strain, flow cytometry, 3 h; 100 means same as DMSO wells | GFP response vs DMSO, % at 10 µM | hit rate 0.065% among 320,000 | AID 2029;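 active means GFP response relative to DMSO above a set limit, near the screen mean plus 3 SD, cut at about 150% in these data; inconclusive means Fewer than 70 cells measured for a yeast strain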;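 further: ratio of well median GFP fluorescence to mean of DMSO wells on the plate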
AGP1 TOR yeast: modulators of TOR pathway AGP1-GFP in S. cerevisiae; S. cerevisiae AGP1-GFP multiplex flow cytometry, 3 h; GFP as percent of DMSO wells; GFP response vs DMSO, % at 10 µM; hit rate 0.02% among 320,000;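 active means GFP response relative to DMSO above a set limit, near screen average plus 3 SD, cut at about 150% in these data; inconclusive means fewer than 70 cells counted for the yeast strain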;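 further: median GFP channel fluorescence of the gated AGP1 strain per well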
Yeast superoxide: yeast age-related superoxide inhibition as caloric restriction mimetic; S. cerevisiae aged cells, superoxide DHE fluorescence; stronger effect = lower value; superoxide response (% of plate mean), % at 10 µM; hit rate 0.18% among 330,000; AID 2690;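 active means superoxide response under a set limit, about three screen SD below normal, cut at about 65% in these data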;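 further: yeast aged for seven days with compound at 30 °C before DHE staining; 100% = average MFI of all compound-treated wells on the plate with controls excluded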
VLA-4 inh: inhibition in a human VLA-4 binding assay; P13612; VLA-4 expressing cells, ligand binding flow cytometry; hit rate 0.2% among 330,000; inhibition, % (about 7 µM as worked out from the volumes in the protocol); AID 2557; in the data active means inhibition above about 50%
Numbers without * were called inactive; ? = inconclusive; . = not tested or not shown; [ ] = dose if it differs, or a comment.

Assay codes: A = MEX-5 binding; B = GRK2 inh; C = Bcl-xL primary; D = GLD-1 TGE inh; E = MCL1 BIM primary; F = CIT2-GFP yeast; G = AGP1 TOR yeast; H = Yeast superoxide; I = VLA-4 inh
1. CN(C)C1=NC[C@H](Cc2ccccc2)N1CC1CCC(C(C)(C)C)CC1 (some centres undefined)
  A = 1.7; B = 0.0; C = 3.2; D = -3.8; E = -2.7; F = 62.7; G = 74.6; H = 107.3; I = 33.5
2. CCOCCn1c(=O)c2c(nc3n2CC(C)CN3Cc2ccccc2)n(C)c1=O (centres undefined)
  A = -2.4; B = 0.0; C = 2.1; D = 5.4; E = 0.2; F = 96.3; G = 106.1; H = 128.2; I = 2.7
3. COc1cccc(NC(=S)NC(=O)c2cncc(Br)c2)c1
  A = 0.4; B = 0.0; C = 11.4; D = -2.0; E = 5.8; F = 94.9; G = 97.1; H = 100.6; I = 3.5
4. Cc1cc(C(=O)N/N=C/c2cc(Br)cc([N+](=O)[O-])c2O)c2ccccc2n1
  A = -3.0; B = 2.0; C = -1.2; D = 3.1; E = 25.2; F = 115.5; G = 91.5; H = 103.7; I = 15.2
5. N#Cc1c(N)n(-c2ccc(N)cc2)c2nc3ccccc3nc12
  A = .; B = 1.0; C = 3.5; D = -5.8; E = 1.1; F = 105.5; G = 114.6; H = 96.5; I = 9.9
6. O=C(Nc1ccc2oc(-c3ccccc3)nc2c1)c1ccncc1
  A = 1.8; B = 0.0; C = 15.7; D = 0.4; E = 4.1; F = 87.5; G = 97.9; H = 99.3; I = 8.4
7. Cc1ccc(S(=O)(=O)NCCCNS(C)(=O)=O)cc1
  A = 1.1; B = 4.0; C = 1.8; D = 3.1; E = 4.6; F = 104.1; G = 97.1; H = 103.7; I = 0.8
8. COc1ccc(CNC(=O)c2c(C)cc(=O)oc2C)cc1
  A = 1.6; B = 0.0; C = 2.3; D = -3.2; E = 6.4; F = 96.5; G = 101.9; H = 95.3; I = 4.1
9. Cc1cc([N+](=O)[O-])nn1Cc1ccc(C(=O)N/N=C/c2ccc(N(C)C)cc2)cc1
  A = 0.3; B = 0.0; C = -10.7; D = 4.4; E = -9.4; F = 97.8; G = 109.3; H = 93.3; I = 13.6
10. Cc1cccc(N2CCN(C(=O)c3ccc4[nH]c(C)c(C)c4c3)CC2)c1C
  A = .; B = 0.0; C = .; D = 4.9; E = .; F = 115.6; G = 125.1; H = 96.8; I = 4.6
11. CC(C)(C)NC(=S)Nc1ccc(Nc2ccccc2)cc1
  A = 2.7; B = 0.0; C = 5.4; D = 0.0; E = 8.5; F = 95.7; G = 92.2; H = 81.0; I = 9.2
12. COc1ccc(C(=O)N/C(=C/c2ccc(Cl)cc2)C(=O)NCc2ccncc2)cc1
  A = 3.3; B = 1.0; C = 4.6; D = 0.3; E = 1.2; F = 104.4; G = 100.7; H = 86.4; I = 6.2
13. CNC(=O)NC(=O)C(C)OC(=O)c1c(C)noc1C (centres undefined)
  A = .; B = 0.0; C = -0.3; D = 0.0; E = -1.0; F = 96.4; G = 97.2; H = 101.2; I = 0.9
14. CCOc1ccccc1OC(C)C(=O)Nc1ccc(S(=O)(=O)N2CCCC2)cc1 (centres undefined)
  A = -1.4; B = 2.0; C = -1.6; D = 7.1; E = -6.3; F = ?; G = ?; H = 111.1; I = 16.2
15. Nc1nc(Nc2ccccc2)nc(N2CCCC2)c1[N+](=O)[O-]
  A = 1.0; B = 0.0; C = 4.9; D = -1.6; E = 9.5; F = 80.6; G = 86.1; H = 97.8; I = -0.5

Some of these compounds in order of the CIT2-GFP yeast value, high to low.
No.	structure	MEX-5 binding	GRK2 inh	Bcl-xL primary	GLD-1 TGE inh	MCL1 BIM primary	CIT2-GFP yeast	AGP1 TOR yeast	VLA-4 inh
12	COc1ccc(C(=O)N/C(=C/c2ccc(Cl)cc2)C(=O)NCc2ccncc2)cc1	3.3	1.0	4.6	0.3	1.2	104.4	100.7	6.2
13	CNC(=O)NC(=O)C(C)OC(=O)c1c(C)noc1C (centres undefined)	.	0.0	-0.3	0.0	-1.0	96.4	97.2	0.9
1	CN(C)C1=NC[C@H](Cc2ccccc2)N1CC1CCC(C(C)(C)C)CC1 (some centres undefined)	1.7	0.0	3.2	-3.8	-2.7	62.7	74.6	33.5

Returning to the listing with the six entries that preceded the break.
item	SMILES	MEX-5 binding	GRK2 inh	Bcl-xL primary	GLD-1 TGE inh	MCL1 BIM primary	CIT2-GFP yeast	AGP1 TOR yeast	Yeast superoxide	VLA-4 inh
10	Cc1cccc(N2CCN(C(=O)c3ccc4[nH]c(C)c(C)c4c3)CC2)c1C	.	0.0	.	4.9	.	115.6	125.1	96.8	4.6
11	CC(C)(C)NC(=S)Nc1ccc(Nc2ccccc2)cc1	2.7	0.0	5.4	0.0	8.5	95.7	92.2	81.0	9.2
12	COc1ccc(C(=O)N/C(=C/c2ccc(Cl)cc2)C(=O)NCc2ccncc2)cc1	3.3	1.0	4.6	0.3	1.2	104.4	100.7	86.4	6.2
13	CNC(=O)NC(=O)C(C)OC(=O)c1c(C)noc1C (centres undefined)	.	0.0	-0.3	0.0	-1.0	96.4	97.2	101.2	0.9
14	CCOc1ccccc1OC(C)C(=O)Nc1ccc(S(=O)(=O)N2CCCC2)cc1 (centres undefined)	-1.4	2.0	-1.6	7.1	-6.3	?	?	111.1	16.2
15	Nc1nc(Nc2ccccc2)nc(N2CCCC2)c1[N+](=O)[O-]	1.0	0.0	4.9	-1.6	9.5	80.6	86.1	97.8	-0.5
16	Cc1ccc(S(=O)(=O)N2CCC(=O)N(CCOCc3cccc(C)c3)CC2)cc1	1.7	0.0	4.0	-0.3	3.1	98.4	92.2	110.8	6.1
17	CCOc1cc2c(cc1/C=C/C(=O)O)OC(C)C2 (centres undefined)	1.5	4.0	4.2	5.3	-0.2	?	27.4[may fluoresce violet]	108.8	0.0
18	CCC(=O)Nc1cccc(NC(=S)NC(=O)Cc2ccccc2)c1	1.1	0.0	6.1	-2.9	6.5	94.2	98.4	109.9	13.1
19	COc1ccc(-c2n[nH]c(=S)n2Cc2ccco2)cc1	2.8	0.0	-10.8	1.4	-6.6	109.7	101.6	84.8	9.0
20	CS(=O)(=O)c1ccc(Cl)c(NC(=O)C2CCCCN2S(=O)(=O)c2ccccc2)c1 (centres undefined)	.	0.0	-17.9	1.5	-19.2	91.1	91.1	118.6	8.0
21	Cc1ccccc1N1CCN(S(=O)(=O)c2cccs2)CC1	0.5	3.0	-0.7	1.7	-5.2	84.5	97.6	99.9	13.9
22	Cc1ccc(NS(=O)(=O)c2cccc(C(=O)N3CCN(c4ncccn4)CC3)c2)cc1	.	0.0	7.8	4.7	4.2	81.2	89.6	106.1	0.2
23	CCc1nnc(NC(=O)CSc2nnc(CNc3ccc(C)cc3)n2C)s1	-1.4	0.0	2.6	1.2	2.2	91.7	91.0	105.9	-5.3
24	Nc1c(C(=O)Nc2ccccc2)sc2nc3c(c(-c4ccco4)c12)CCCC3	-3.1	4.0	28.4	2.9	-5.4	80.9	94.3	101.4	-4.4
25	FC(F)Oc1cccc(NC(=S)N2CCN(c3ccccn3)CC2)c1	1.0	1.0	4.8	2.7	8.0	105.2	107.9	87.7	2.6
26	COc1ccc2nc(NC(=O)c3ccc(Br)s3)sc2c1	3.0	2.0	-0.5	1.6	-0.4	92.5	98.9	97.7	-9.1
27	O=C(CSc1nnc(NC(=O)c2ccccc2C(=O)O)s1)Nc1ccccc1Cl	-0.3	0.0	-15.2	-11.4	-19.2	101.0	98.7	101.3	-2.4
28	COC(=O)c1scc(C)c1N/N=C(\C)c1ccc(F)cc1	-1.1	5.0	2.5	0.8	12.7	107.7	105.6	106.6	21.4

Results in Yeast superoxide, for two of the compounds above:
# | Compound | Yeast superoxide
18 | CCC(=O)Nc1cccc(NC(=S)NC(=O)Cc2ccccc2)c1 | 109.9
20 | CS(=O)(=O)c1ccc(Cl)c(NC(=O)C2CCCCN2S(=O)(=O)c2ccccc2)c1 (centres undefined) | 118.6

Assay outcomes: PubChem BioAssay, several laboratories

Outcome played no part in choosing rows; 2.1% or so of the library scored in one or more.
